TLR9-MyD88 inh: inhibitors of TLR9-MyD88 association in cells, primary screen, cell-based, CHO, BLA complementation, fluorescence | Toll-like receptor 9 (Homo sapiens) + Myeloid differentiation primary response protein … | CCF4 FRET ratio | inhibition, % at 4.98 µM | hit rate 0.21% among 340,000 | AID 504734, 2011;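 active means inhibition above the mean over all tested compounds plus 3 SD, cut at about 21% in these data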;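 further: 0% = DMSO only wells and 100% = clavulanate BLA inhibitor control wells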
Target sequence (Q99836 whole entry, looked up): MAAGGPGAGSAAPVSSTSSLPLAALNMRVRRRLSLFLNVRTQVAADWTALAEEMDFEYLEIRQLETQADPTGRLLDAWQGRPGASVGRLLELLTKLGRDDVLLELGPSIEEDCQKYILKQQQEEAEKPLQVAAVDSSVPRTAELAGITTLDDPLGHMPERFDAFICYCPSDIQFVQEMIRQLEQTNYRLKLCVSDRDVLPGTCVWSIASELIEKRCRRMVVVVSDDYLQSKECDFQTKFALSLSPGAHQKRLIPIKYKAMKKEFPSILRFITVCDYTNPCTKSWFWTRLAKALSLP
Target sequence (Q9NR96 whole entry, looked up): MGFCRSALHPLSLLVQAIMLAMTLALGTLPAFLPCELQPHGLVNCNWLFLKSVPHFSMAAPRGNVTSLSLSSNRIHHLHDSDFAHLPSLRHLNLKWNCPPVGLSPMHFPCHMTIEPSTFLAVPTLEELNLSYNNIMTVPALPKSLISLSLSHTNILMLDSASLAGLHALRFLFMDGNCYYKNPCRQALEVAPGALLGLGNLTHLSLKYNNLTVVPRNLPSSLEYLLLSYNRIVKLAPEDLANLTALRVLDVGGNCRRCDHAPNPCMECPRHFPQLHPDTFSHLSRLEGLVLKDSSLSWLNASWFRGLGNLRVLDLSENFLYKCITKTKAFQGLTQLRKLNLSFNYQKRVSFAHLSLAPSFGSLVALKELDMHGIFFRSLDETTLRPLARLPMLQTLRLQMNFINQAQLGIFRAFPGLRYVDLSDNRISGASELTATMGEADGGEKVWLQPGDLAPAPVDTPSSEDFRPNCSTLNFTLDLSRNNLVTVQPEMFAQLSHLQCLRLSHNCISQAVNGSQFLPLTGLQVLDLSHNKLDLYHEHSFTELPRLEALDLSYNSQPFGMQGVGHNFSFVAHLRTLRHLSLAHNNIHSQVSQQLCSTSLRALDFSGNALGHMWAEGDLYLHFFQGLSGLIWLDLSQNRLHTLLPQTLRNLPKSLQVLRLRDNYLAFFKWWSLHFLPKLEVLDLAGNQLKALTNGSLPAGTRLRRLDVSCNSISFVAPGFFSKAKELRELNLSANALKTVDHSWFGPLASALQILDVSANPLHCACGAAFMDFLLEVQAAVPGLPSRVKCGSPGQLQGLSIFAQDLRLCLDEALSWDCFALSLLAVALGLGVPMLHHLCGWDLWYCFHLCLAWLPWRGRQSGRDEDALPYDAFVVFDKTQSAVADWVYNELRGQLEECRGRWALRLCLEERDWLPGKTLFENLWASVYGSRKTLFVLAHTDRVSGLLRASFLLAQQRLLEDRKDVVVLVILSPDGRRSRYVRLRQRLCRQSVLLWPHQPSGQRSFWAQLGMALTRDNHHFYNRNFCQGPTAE
Granule exo inh: LAMP-1 surface exposure blockers, TALL-104 cells – cell-based, flow cytometry, MLPCN library, primary screen; hit rate 0.66% among 360,000; TALL-104 LAMP-1 surface exposure; cells stimulated with thapsigargin and PMA; AID 651702, 2012; inhibition, % at 10 µM;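 active means inhibition above about 55%, limit read from the data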
N-glyco inh: increase of ERlucT glycosylation luciferase signal, primary screen, N-linked glycosylation inhibitor project, D54 ERlucT cells, luminescence, set 2 | D54 ERlucT glycosylation luciferase reporter, 24 h; percent of 100 nM tunicamycin response | reporter increase, % at 12.5 µM | hit rate 0.23% among 360,000 | AID 588692, 2011;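 active means mean luciferase reporter signal, scaled so untreated is 0 and the glycosylation-blocking control 100, at or above a set limit in every replicate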;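 further: luciferase carries N-glycosylation sites so blocking glycosylation raises the light; 0% = median of neutral control wells and 100% = median of 100 nM tunicamycin wells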
MC4R barr agon: MC4R agonists recruiting beta-arrestin, primary screen, cell-based, luminescence, agonist arm of biased-ligand search; U2OS MC4R beta-arrestin complementation; percent of melanotan II response, DMSO zero; activation, % at 8.9 µM; hit rate 0.98% among 360,000; AID 540308, 2011;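 active means activation above a per-plate cutoff, the mean activation of sample wells on that plate plus 3 SD, cut at about 8% in these data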
aDG glyco act: activators of alpha-DG glycosylation, primary screen, uHTS, Pro5-aDG cells, AlphaScreen. alpha-DG glycosylation AlphaScreen (IIH6); 0% Pro5, 100% B10-LARGE cell signal. activation, % at 10 µM. hit rate 0.22% among 360,000. AID 624168, 2012;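 active means activation of at least 8% versus controls, or a plate z-score of at least 8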;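 further: Pro5 are CHO cells carrying HIG-tagged alpha-DG that lacks glycosylation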
NOD2 RIPK2 PPI: NOD2-RIPK2 binding disruptors in cells, primary screen, fluorescence, CHO cells, BLA complementation; Receptor-interacting serine/threonine-protein kinase 2 (Homo sapiens), O43353; inhibition, % at 4.98 µM; hit rate 0.38% among 360,000; AID 624267, 2012; CCF4 ratio; in the data active means inhibition above about 21%;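 further: 0% = vehicle only and 100% = reference blocker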
ABHD5 PLIN5 PPI: ABHD5-PLIN5 interaction inhibitors, primary screen, cell lysate, split luciferase complementation, luminescence. hit rate 0.78% among 360,000. inhibition, % at 4 µM. Split G. princeps luciferase complementation, 4 h. AID 602281, 2012;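 active means inhibition above the mean inhibition across every tested compound plus 3 SD, cut at about 22% in these data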;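 further: 0% = DMSO only wells and the 100% control is not disclosed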
Vif inh: HIV Vif self-association inhibitors, primary screen, imaging, HEK293T, single point; HEK293T cells, Vif self-association by quenched fluorescence, 24 h; inhibition, % at 7.49 µM; hit rate 0.35% among 340,000; AID 602346, 2012; in the data active means inhibition above about 50%, passing the limit was not always enough; further: some results filed as inactive read as strong as hits
MC4R antagonist: MC4R antagonists of cAMP signaling, primary screen, cell-based, TR-FRET, antagonist arm of biased-ligand search | Melanocortin receptor 4 (Homo sapiens), P32245 | MC4R-expressing cells, MTII-stimulated cAMP, LANCE TR-FRET | inhibition, % at 6.5 µM | hit rate 0.48% among 360,000 | AID 540295, 2011;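 active means inhibition above its plate's cutoff, the mean of tested wells on that plate plus 3 SD, cut at about 29% in these data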;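 further: 0% = Melanotan II alone and 100% = Melanotan II plus saturating MCL0020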
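Material: U2OS-MC4R stable cell line | Reagent: Melanotan II challenge after compound preincubation | Doses: One concentration, 6.5 µM nominal | Incubation: 30-min compound preincubation, 1-h Melanotan II challenge, 1-h detection, room temperature | Signal: TR-FRET cAMP assay | Replicates: One well per compound, no replicates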
ABCB6 inh MLPCN: ABCB6 transporter inhibitors, primary screen, K562-ABCB6 cells, flow cytometry, MLPCN library | ATP-binding cassette sub-family B member 6 (Homo sapiens), Q9NP58 | K562-ABCB6 porphyrin accumulation, 1 h; stronger effect = lower value | fluorescence ratio to DMSO, % at 10 µM | hit rate 0.19% among 360,000;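 active means fluorescence ratio to DMSO below 75%, the collection mean minus 3 SD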;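 further: signal is porphyrin accumulated inside mitochondria; 100% equals median channel fluorescence of DMSO control wells; lower ratio means ABCB6 inhibition with less porphyrin fluorescence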
Active calls of the source: *; nt = no result given; & = joins results of further samples.

SMILES | TLR9-MyD88 inh | Granule exo inh | N-glyco inh | MC4R barr agon | aDG glyco act | NOD2 RIPK2 PPI | ABHD5 PLIN5 PPI | Vif inh | MC4R antagonist | ABCB6 inh MLPCN
O=S(=O)(c1ccc(Cl)cc1)N1CC1c1ccccc1 (configuration not stated) | -3 | 1 | 1 | -0.1 | -0.1 | -4 | 2 | nt | -7 | 97
COC(=O)C1=C(c2cccc(C#N)c2)C[C@@H]2CC[C@H]1N2C(=O)N1CCCCC1 | -9 | 2 | 1 | -1.5 | -0.2 | -5 | -4 | -2 | 11 | 99
O=[N+]([O-])c1ccc(N2CCCNCC2)c2ncccc12 | -3 | 2 | 10 | -2.1 | -0.1 | -7 | 11 | 0 | 1 | 97
NC(=S)c1cn(C2OC(CO)C(O)C2O)c2ncnc(N)c12 (configuration not stated) | -29 | -3 | -14 | -2.2 | 0.2 | 3 | 2 | nt | 31* | 98
C#CC(CC)(CC)NC(=O)Nc1ccc(OCC)cc1 | 0 | 20 | -1 | -4.2 | 0.1 | -7 | -4 | -7 | 25 | 103
Cc1cc(C)c2c(c1)-c1cc(C)nn1C(c1cccnc1)N2 (configuration not stated) | 2 | -2 | 5 | -0.6 | -0.1 | 6 | 11 | nt | 9 | 98
COc1ccccc1N1CCN(Cc2c(F)cccc2Cl)CC1 | 8 | -2 | 3 | -1.1 | 0.2 | 1 | 1 | -2 | 0 | 101
COC(=O)C1=C(c2ccc(F)cc2OCc2ccccc2)C[C@@H]2CC[C@H]1N2C(=O)NCc1ccc2[nH]ccc2c1 | -2 | 0 | -12 | 0.1 | 0.0 | 4 | 3 | -5 | 21 | 102
COc1ccc(C)cc1NC(=O)c1c(C)nn(Cc2ccccc2)c1Cl | 2 | -3 | -2 | -2.0 | 1.5 | 4 | -7 | -4 | 0 | 100
O=C1CC(C(=O)N2CCC3(CC2)OCCO3)CN1CCc1ccccc1 (configuration not stated) | -3 | 4 | 2 | -1.2 | 0.3 | -2 | -3 | 0 | 5 | 88

The last 2 entries of the section above open the next one:
SMILES | TLR9-MyD88 inh | Granule exo inh | N-glyco inh | MC4R barr agon | aDG glyco act | NOD2 RIPK2 PPI | ABHD5 PLIN5 PPI | Vif inh | MC4R antagonist | ABCB6 inh MLPCN
COc1ccc(C)cc1NC(=O)c1c(C)nn(Cc2ccccc2)c1Cl | 2 | -3 | -2 | -2.0 | 1.5 | 4 | -7 | -4 | 0 | 100
O=C1CC(C(=O)N2CCC3(CC2)OCCO3)CN1CCc1ccccc1 (configuration not stated) | -3 | 4 | 2 | -1.2 | 0.3 | -2 | -3 | 0 | 5 | 88
Cn1cc(C(=O)OCC(=O)Nc2ccccc2Cl)c2ccccc21 | 2 | 6 | 0 | -2.5 | 0.0 | -10 | -3 | -11 | 1 | 92
c1ccc2c(CCNC3=NCCC3)c[nH]c2c1 | 15 | 4 | -3 | -1.9 | -0.4 | -6 | -6 | 3 | 7 | 88
CN1CSC(=S)N(C)C1 | 1 | -4 | 0 | -2.4 | 0.0 | 7 | -10 | -1 | 8 | 98
O=C(NC1CCCCC1)[C@@H]1CC=C[C@@H]2CCN(Cc3ccccc3)C(=O)[C@@H]21 | -2 | 2 | -1 | 4.0 | 0.5 | 6 | 1 | -2 | 3 | 94
CN(C)C(=O)Oc1ccc(Cl)c2ccccc12 | 0 | 1 | 1 | -0.4 | -0.1 | 3 | -2 | 11 | 1 | 91
Cn1c(O)c(N=Nc2ccc(S(=O)(=O)N3CCOCC3)cc2)c(=O)n(C)c1=O | 8 | 4 | 2 | -3.5 | 0.3 | -1 | 0 | 0 | -12 | 100
CC(=O)C1CCC2C3CCC4CC(O)CCC4(C)C3CCC12C#N (configuration not stated) | -9 | 6 | 1 | 0.6 | 0.2 | -7 | -3 | 24 | 4 | 96
COc1cccc(-n2c(CN3CCOCC3)nc3ccc([N+](=O)[O-])cc3c2=O)c1 | 2 | 0 | 1 | -2.5 | 0.1 | 2 | 0 | 14 | 10 | 87
O=C(Nc1ccc(F)cc1)N1Cc2ccccc2-n2nncc2C1 | -2 | 0 | 1 | 0.6 | -0.1 | -9 | -12 | -1 | 10 | 97
CCOC(=O)C1=C(N)OC2=C(C(=O)CCC2)C12C(=O)N(C)c1ccccc12 (configuration not stated) | 0 | 3 | 0 | -3.0 | -0.1 | 0 | 3 | -14 | -2 | 102
CC(C)c1ccc(-n2c(O)c(/C=N/NC(=O)c3ccncc3)c(=O)[nH]c2=O)cc1 | 6 | 4 | -1 | -0.8 | 0.3 | 8 | 5 | -2 | -1 | 98
CC(=O)OC1CC(OC2C(O)CC(OC3C(O)CC(OC4CCC5(C)C(CCC6C5CC(O)C5(C)C(C7=CC(=O)OC7)CCC65O)C4)OC3C)OC2C)OC(C)C1OC1OC(CO)C(O)C(O)C1O (configuration not stated) | 1 | -5 | -20 | 24* | -0.2 | -1 | -4 | -17 | 2 | 137
Cc1ccc2c(c1)=C/C(=C\c1c(O)[nH]c(=O)[nH]c1=O)C(=O)N=2 | -1 | 1 | 3 | -0.5 | 0.1 | 11 | 1 | 2 | 2 | 97
O=C(NC1CN2CCC1CC2)c1cccc(Cl)c1 (configuration not stated) | -6 | 8 | -7 | -1.4 | -0.1 | -11 | 3 | -4 | -4 | 92
CCOC(=O)C1=C(C)OC(N)=C(C(=O)OC)C12C(=O)Nc1ccc(Br)cc12 (configuration not stated) | 14 | 1 | 0 | -0.6 | 0.6 | -11 | 5 | 1 | 5 | 86
OC(Cn1c2ccccc2c2ccccc21)C[n+]1cccc2ccccc21 (configuration not stated) | 4 | 0 | 0 | 0.1 | -0.2 | 7 | 14 | 2 | 5 | 91
COc1ccccc1CCNC1C2CC3CC(C2)CC1C3 (configuration not stated) | 5 | 0 | 1 | 2.1 | 0.3 | 0 | 2 | 0 | 7 | 98
Cc1cccc(NC2=NCCCS2)c1 | nt | 11 | -3 | 0.1 | 0.1 | 0 | -1 | 15 | -5 | 95
CCOc1cc(CNCCc2cccc(F)c2)ccc1OC | -17 | 17 | 0 | -1.9 | 0.0 | 5 | 8 | 11 | -1 | 94
CC1(C)C(C(=O)NCc2ccco2)C1(C)C | -14 | -4 | 2 | 1.4 | -0.1 | -1 | 4 | 7 | 8 | 102
COc1ccc(N2C(=O)NC(=O)/C(=C/c3ccc([N+](=O)[O-])s3)C2=O)cc1 | nt | 36 | 2 | -2.9 | 0.3 | -5 | 0 | -5 | 13 | 111
COc1ccc(-c2nn(Cc3ccccc3)cc2C(=O)NC2CC2)cc1OC | 4 | 2 | 2 | 1.5 | -0.1 | -4 | 3 | 8 | 3 | 105
Cc1ccc(-c2cc(-c3ccccc3)cc(-c3ccccc3)[n+]2-c2ccccc2C(=O)O)cc1 | -3 | -2 | 5 | -0.9 | 0.2 | 3 | 6 | nt | 10 | 95
CC[C@]12CC[C@H](O)CC1=CCC1C2CC[C@]2(C)C(=O)CCC12 (some centres not stated) | nt | -4 | -1 | -2.8 | -0.2 | -2 | -2 | -2 | -8 | 90
O=C(NCC1=C(c2ccc3ccccc3c2)C[C@@H]2CC[C@H]1N2Cc1ccco1)c1cccs1 | -10 | 6 | -5 | -2.1 | -0.2 | 3 | 4 | -1 | -2 | 95
CN(C)c1ccc(-[n+]2c(-c3ccccc3)cc(-c3ccccc3)cc2-c2ccccc2)cc1 | nt | 51 | 12 | 8.2 | -0.4 | 1 | 26* | -5 | -11 | 101
Oc1cccc(/C=N/NP(=S)(c2ccccc2)c2ccccc2)c1 | -7 | 1 | 2 | 1.3 | -0.1 | -3 | -6 | -17 | 4 | 93
CCCCn1c(O)c(/C=C2/C=CC=N2)c(=O)[nH]c1=O | 6 | 44 | 4 | 1.7 | 0.3 | -2 | 6 | 17 | -17 | 99
O=C1NC(=O)C(=Cc2ccc(-c3cc(Cl)ccc3[N+](=O)[O-])o2)C(=O)N1 | 3 | 61* | 3 | -3.9 | -0.2 | 7 | -3 | -1 | 19 | 138
COC(=O)C1=C(c2ccc(F)cc2F)C[C@@H]2CC[C@H]1N2C | -6 | 3 | 1 | -1.6 | 0.1 | 2 | 6 | 0 | 9 | 99
Cc1ccccc1-n1c(O)c(C(c2ccncc2)c2c(O)n(-c3ccccc3C)c(=O)[nH]c2=O)c(=O)[nH]c1=O | 0 | 0&-8 | 2&1 | 0.4&-0.3 | -0.1&0.1 | -4&-10 | 26* | 5&-1 | 4&7 | 104&97
C=C(C=O)CC1CC(O)[C@]2(C)OC3C[C@@H]4OC5C[C@]6(C)O[C@]7(C)CCC8OC9C[C@]%10(C)OC(/C(C)=C\CO)C(O)CC%10OC9CC(C)C8OC7CC6O[C@]5(C)C/C=C\C4OC3CC2O1 (some centres not stated) | 1 | 2 | 0 | -0.6 | 0.5 | -10 | 3 | -2 | 11 | 101
CCc1nc2ccc(N3CCN(C)CC3)cc2nc1CC | -1 | -8 | 4 | -2.3 | 1.1 | 1 | 0 | -4 | 0 | 102
Cn1nnc(CC[N+](C)(C)C)n1 | nt | -8 | 1 | 1.8 | -0.1 | 1 | -1 | -1 | -3 | 109
c1ccc2c(c1)CNc1ccccc1O2 | -1 | -10 | 0 | 2.8 | 0.1 | -5 | 5 | -40 | 5 | 115
Cc1ccc(CN2CCSc3ccc(C(=O)N4CCC5(CC4)OCCO5)cc32)cc1 | 7 | 3 | 5 | -1.4 | -0.1 | 1 | 6 | 5 | 7 | 100
CS(=O)(=O)N1Cc2cnnn2-c2ccccc2C1C#N (configuration not stated) | -15 | 20 | 1 | -2.9 | -0.1 | 4 | 4 | nt | -6 | 97
Fc1cccc(F)c1CN1CCN(Cc2c(F)cccc2F)CC1 | -8 | -2 | -2 | -1.1 | 0.0 | -15 | 0 | 1 | 8 | 89
COc1cccc(CN2CCN(C(=O)Cc3ccccc3OC)CC2)c1 | -4 | -4 | 3 | 1.0 | 0.0 | 3 | 5 | -2 | 3 | 90
CNS(=O)(=O)c1ccc(N=Cc2c(O)n(-c3ccccc3)c(=O)[nH]c2=O)cc1 | -5 | 0 | 1 | 2.0 | 0.9 | -4 | 40* | -2 | 8 | 94
c1ccc(C2c3ccccc3-n3nncc3CN2CC2CCCCC2)cc1 (configuration not stated) | 1 | 1 | -4 | 0.0 | -0.1 | -1 | -11 | nt | 17 | 101
ClCCN1CCN(c2ccnc3cc(Cl)ccc23)CC1 | 2 | 23 | 6 | -0.5 | -0.3 | -11 | 1 | 5 | -7 | 95

Bioassay records deposited in PubChem BioAssay by several laboratories.

Only part of the results is shown. The share of hits here may be higher or lower than overall.
